Screening data from PubChem.
uPA generation = blocks generation of uPA at the cell surface; Potency, µM (top dose mostly 38.3 µM), for the others: top-dose activity change, negative = inhibition, usual class: inhibitors; cell surface uPA generation assay, qHTS; hit rate 0.31% among 330,000; active means well fitted inhibition curve with a large enough effect; inconclusive means small, poorly fitted or top-dose-only effect; inactive means no such curve, though single readings can be large or run the other way; tested in mouse RAW 264.7 cells; further: potency means the concentration at half of the fitted maximal effect; on the % scale 0 is the no-effect control and ±100 the full control effect; nearly all actives have a fitted effect of over 55% in size
p53 reactivation = mutant p53 re-activation in reporter cells; Potency, µM (series often up to 92.2 µM), for the others: at the highest dose activity change, positive = activation, most hits filed as activators; H1299 p53-A138V BP100-luciferase reporter, luminescence, 24 h; hit rate 0.063% among 320,000; further: potency means the concentration at half of the fitted maximal effect; % of control where 0% means no effect; nearly all actives have a fitted effect of over 45% in size
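p53-null H1299 cells stably carrying temperature-sensitive p53-A138V and a BP100-luciferase reporter were pinned with compounds (4-point, 1:5 series) and held 24 hrs at 37 deg C. Luminescence was read 10 min after detection reagent.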
PTAP TSG101 blk = blocks PTAP/TSG101 interaction to inhibit HIV-1 budding; AID 493005; Potency, µM (series often up to 115 µM), for inactives: top-dose activity change, negative = inhibition, actives largely listed as inhibitors; Fluorescence polarization, FITC-PTAP peptide / Tsg101 binding; 340,000 tested, under 10 active; active means well fitted inhibition curve with a large enough effect in the main read-out, with a control signal flat, not every such curve was filed as active; inconclusive means small, poorly fitted or top-dose-only effect, or effect the other way, or a change in a side signal; inactive means no such curve, though single readings can be large or run the other way; further: potency means the concentration at half of the fitted maximal effect; % of control where 0% means no effect
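Tsg101 binding domain (10 uM final) was mixed with compound and a FITC-labeled PTAP peptide (50 nM final) in HEPES pH 7.5 buffer with NaCl, Tween 20, EDTA and TCEP; fluorescence polarization was read after 20 min at r.t.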
S-ASM inh = inhibitors of human secretory acid sphingomyelinase; AID 504937; P17405; hit rate 0.006% among 340,000; Potency, µM (highest dose often 57.5 µM), for inactives: at the top dose activity change, negative = inhibition, most hits filed as inhibitors; placental ASM, HMU-PC fluorogenic substrate, 60 min; further: potency means the concentration at half of the fitted maximal effect
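qHTS format. ASM enzyme prepared from human placenta hydrolyses the fluorogenic substrate HMU-PC0 (9 uM final) over 60 min at 37 °C after a 10 min compound preincubation.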
USP2a block = USP2a (human) protease inhibition; AID 463254; USP2 core, Ub-CHOP2 coupled fluorogenic reporter, 485/531; O75604; Potency, µM (titrated, usually from 38.3 µM), without a hit: at the top dose activity change, negative = inhibition, usual class: inhibitors; hit rate 0.01% among 330,000;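 further: potency means the concentration at half of the fitted maximal effect; plate controls were DMSO wells for no effect and full inhibition by NEM control for full effect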
Target sequence (O75604 whole entry, looked up): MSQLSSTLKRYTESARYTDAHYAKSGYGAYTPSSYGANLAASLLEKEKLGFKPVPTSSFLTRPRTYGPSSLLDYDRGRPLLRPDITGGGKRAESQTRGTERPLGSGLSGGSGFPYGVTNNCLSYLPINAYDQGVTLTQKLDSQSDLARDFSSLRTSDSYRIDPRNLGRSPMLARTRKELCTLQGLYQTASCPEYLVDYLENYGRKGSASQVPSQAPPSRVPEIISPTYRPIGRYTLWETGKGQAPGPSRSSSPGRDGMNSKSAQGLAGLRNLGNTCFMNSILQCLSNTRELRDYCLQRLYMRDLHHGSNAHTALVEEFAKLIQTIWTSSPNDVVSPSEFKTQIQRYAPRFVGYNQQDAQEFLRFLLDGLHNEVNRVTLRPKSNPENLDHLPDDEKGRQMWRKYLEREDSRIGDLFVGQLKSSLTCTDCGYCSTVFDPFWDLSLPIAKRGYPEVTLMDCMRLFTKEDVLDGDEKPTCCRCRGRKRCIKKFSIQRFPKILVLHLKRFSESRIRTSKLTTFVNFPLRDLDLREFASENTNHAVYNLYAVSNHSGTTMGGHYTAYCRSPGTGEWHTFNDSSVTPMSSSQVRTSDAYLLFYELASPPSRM
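Cell-free coupled assay: 10nM USP2 core preincubated 30min RT with compound in Tris-HCl pH 8.0/CaCl2/CHAPS buffer, then 25nM Ub-CHOP2 and 25nM reporter substrate; fluorescence (Ex 485/Em 531) read after 60min RT, normalized to NEM inhibition, concentration-response curves fitted.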
TRPV1 ag = agonists of human vanilloid receptor 1 (TRPV1); Q8NER1; TRPV1-expressing cells, Fluo-8 calcium influx, agonist mode; activation, % at 8.33 µM; hit rate 0.19% among 320,000; AID 540275; in the data active means activation above about 80%; inconclusive means between about 30% and that limit; further: 0% is about no effect
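TRPV1-expressing cells were cultured overnight at 35.5C and loaded with Fluo-8 calcium dye for 40 to 90 min at room temperature. After a 10 s baseline, compound was added and calcium influx was read kinetically for 3 min (ex 480/em 520 nm).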
B2AR arrestin = beta2AR (human) beta-arrestin recruitment activity; P07550; beta-arrestin recruitment to beta2AR, cell-based reporter; Potency, µM (highest dose often 46.1 µM), without a hit: at the top dose activation, usual class: activators; hit rate 0.02% among 330,000; AID 492947;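 further: potency means the concentration at half of the fitted maximal effect; 0% = DMSO controls and full agonism = EC100 isoproterenol or metaproterenol; nearly all actives have a fitted effect of over 65% in size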
Target sequence (P07550 whole entry, looked up): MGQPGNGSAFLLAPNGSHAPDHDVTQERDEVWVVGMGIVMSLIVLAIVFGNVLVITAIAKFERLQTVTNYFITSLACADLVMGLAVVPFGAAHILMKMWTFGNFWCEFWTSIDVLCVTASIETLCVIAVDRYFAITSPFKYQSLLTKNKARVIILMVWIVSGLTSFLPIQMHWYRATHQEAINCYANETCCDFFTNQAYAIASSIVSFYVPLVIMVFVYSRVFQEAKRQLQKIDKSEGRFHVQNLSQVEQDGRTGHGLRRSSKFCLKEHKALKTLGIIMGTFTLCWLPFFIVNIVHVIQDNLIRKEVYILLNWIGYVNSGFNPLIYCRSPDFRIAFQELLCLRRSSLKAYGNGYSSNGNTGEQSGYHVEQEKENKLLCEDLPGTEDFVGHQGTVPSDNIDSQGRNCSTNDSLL
Eya2 inh = Eya2 (human) phosphatase inhibition | hit rate 0.006% among 330,000 | recombinant Eya2, OMFP fluorescence dephosphorylation (OMFP is methylfluorescein phosphate) | Potency, µM (doses to about 76.9 µM), for inactives: at the highest dose activity, negative = inhibition, most hits filed as inhibitors | O00167; further: potency means the concentration at half of the fitted maximal effect; on the % scale 0 is the no-effect control and ±100 the full control effect
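Eya2 (0.2 uM) preincubated 10 min at ambient with compound, then OMFP substrate added at 50 uM; 10 min reaction in 50 mM HEPES pH 7.5, 50 mM NaCl, 5 uM MgCl2, 0.05% BSA, 1 mM DTT. Fluorescence read at Ex 485/Em 525 nm.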
a7 integrin act = activators of alpha7 integrin expression for muscular dystrophy. alpha7betagal myoblasts, beta-gal FDG fluorescence, 48 h. Potency, µM (highest dose often 38.3 µM), inactives show top-dose activation, usual class: activators. hit rate 0.064% among 350,000;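 further: potency means the concentration at half of the fitted maximal effect; 100% = response of the positive control SU9516; nearly all actives have a fitted effect of over 60% in size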
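Alpha7betagal+/- myoblasts (passage 13) were plated 16-24 hr, then exposed to compounds (1:260 dilution of DMSO stock) for 48 hours at 37C. After MPER lysis, β-galactosidase reporter activity was read as FDG fluorescence (ex 480/em 540) after 30 minutes.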
BRCA1 expr act = BRCA1 expression activation; MCF7-BRCA1-FFLuc reporter, luminescence, 48 h; response scale: scaled: vehicle 0%, 10 µM genistein 100%; Potency, µM (top dose mostly 46.1 µM), without a hit: at the top dose activation, usual class: activators; hit rate 1.1% among 380,000; AID 624202; further: potency means the concentration at half of the fitted maximal effect; nearly all actives have a fitted effect of over 80% in size; some results filed as inactive show a strong effect at the top dose
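48 h compound treatment of MCF7-BRCA1-FFLuc cells (phenol-red free MEM, 37 °C), then 15 min with luciferase substrate and luminescence imaging.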
ELG1 genotoxic = genotoxicity induction in ELG1-luciferase HEK293T cells. HEK293T ELG1-luciferase reporter, luminescence, 16 h. Potency, µM (highest dose often 46 µM), inactives show top-dose activity change, positive = activation, most hits filed as activators. hit rate 1.3% among 330,000. AID 504466; further: potency means the concentration at half of the fitted maximal effect; % of control where 0% means no effect; nearly all actives have a fitted effect of over 60% in size
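DMSO vehicle served as control against compound-treated ELG1-luciferase HEK293T cells; exposure lasted 16 hr at 37 °C and 5% CO2, followed by ONE-Glo luminescence detection after 30 min.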
* hit, by the source's call; ? = inconclusive; · = no result given; [ ] = dose if it differs, or a comment. Unless noted, the call rests on the fitted dose curve; in most records, active means well fitted curve in the direction sought with a large enough effect; inconclusive means small, poorly fitted or top-dose-only effect, or another doubt; inactive means no such curve, though single readings can be large; an effect the other way counts as inactive or inconclusive.

SMILES	uPA generation	p53 reactivation	PTAP TSG101 blk	S-ASM inh	USP2a block	TRPV1 ag	B2AR arrestin	Eya2 inh	a7 integrin act	BRCA1 expr act	ELG1 genotoxic
CCN(C(C)=O)c1ccc(Oc2nc(OC)cc(OC)n2)cc1	2%	-2%	-1%	7%	-2%	-9	-0.3%	9%	1%	-6%	-1%
COc1cc(C(=O)Nc2cc(Cl)ccc2C)c(-n2cnnn2)cc1OC	2%	8%	0%	-2%	4%	0	0.2%	14%	-6%[7.66 µM]	3%	-6%
CC(=O)Nc1cc(C(=O)OCc2cccc([N+](=O)[O-])c2)ccc1C	-4%	8%	0%	1%	2%	2	0.0%	-5%	14%	25%	4%
CCN(CC)C(=O)OCCc1cc2ccccc2c(=O)o1	-6%	6%	-3%	-1%	0%	2	0.0%	3%	-1%	52%	4%
O=C(NCC(=O)N1CCN(S(=O)(=O)c2ccccc2)CC1)c1ccc2ccccc2c1	-1%	-1%	-1%	-4%	1%	-1	-0.2%	-24%	11%	-9%	0%
O=C(Nc1ccc(Cc2ccncc2)cc1)c1ccc(S(=O)(=O)N2CCOCC2)cc1	-7%	-2%	-1%	-2%	3%	?	0.3%	0%	-38%	-18%	-5%
Cc1c(O)c(C)c2c(c1O)C(=O)C[C@@H](c1ccccc1)O2	-13%	-5%	·	-8%	0%	2	-2.3%	-9%	-11%	-9%	1%
CCC(C)NC(=O)c1ccccc1NC(=O)c1ccc(CSc2ccc(C)cc2)cc1 (stereo not given)	·	12%	-3%	-14%	0%	8	0.2%	-27%	-1%[7.66 µM]	-25%	1%
CCOc1ccc(S(=O)(=O)N2CCCCC2)cc1NC(=O)CN1C(=O)NC(C)(c2ccc(C)cc2)C1=O (stereo not given)	-8%	-5%	0%	3%	-1%	0	-0.8%	-16%	13%	-73%	-1%
COc1ccc(-c2ocnc2C(=O)Nc2ccc3c(c2)CCC3)cc1	3%	1%	-1%	-1%	5%	8	-0.1%	-2%	?	43%	7%
CN(CC(=O)NC1CCCCCC1)S(=O)(=O)c1ccc(Br)cc1	-6%	14%	·	4%	3%	?	12%	6%	9%	4%	-5%
CC(C)(C)c1ccc(C(=O)NNC(=O)CCC(=O)Nc2ccccc2)cc1	1%	?	0%	-3%	0%	-3	0.5%	-3%	5%	0%	17%
CCNc1nc(NCC)nc(SCCOC(=O)Nc2ccccc2)n1	-4%	8%	-3%	-3%	-1%	1	0.2%	-5%	-6%	-5%	1%
COc1ccc(/C=C\C(=O)O[C@@H]2C(O)C(O[C@@H]3OC(C)[C@H](O[C@@H]4OCC(O[C@H]5O[C@H](CO)[C@@H](O)C(O)C5O)C(O)C4O)C(O)C3O)[C@H](OC(=O)[C@]34CCC(C)(C)C[C@@H]3C3=CCC5[C@@]6(C)CC(O)C(O[C@@H]7OC(CO)C(O)[C@H](O)[C@H]7O)[C@@](C)(C(=O)O)C6CC[C@@]5(C)[C@]3(CO)CC4)O[C@H]2C)cc1 (stereo not given in full)	-24%	-12%	·	-28%	?	·	-0.3%	2%	-17%	-7%	10%
O=C(c1cc(-c2ccccc2Cl)on1)N1CCN(C(=O)c2ccco2)CC1	-4%	0%	-2%	-2%	0%	4	-1.0%	-14%	-10%	72%	1%
Cc1ccc(NC(=O)c2ccc3c(SCC(=O)O)c4c(nc3c2)CCCC4)c(Br)c1	-6%	5%	-9%	14%	-1%	-4	0.2%	6%	7%	5%	-3%
CSc1cccc(NC(N)=O)c1	2%	-1%	1%	0%	0%	·	-0.7%	8%	-21%	4%	-2%
O=C(Cc1n[nH]c(=O)c2ccccc12)Nc1cccc(S(=O)(=O)N2CCCCCC2)c1	34%[activator]	-8%	-5%	-12%	-10%	0	0.8%	0%	-25%	-32%	-1%
COc1cccc(-c2nnc(NC(=O)c3ccc(Cl)s3)o2)c1	?	?	-2%	-1%	2%	1	-1.1%	-1%	-17%	-16%	?
O=C(Nc1ccc(Cl)cn1)C1COc2ccccc2O1 (stereo not given)	4%	3%	1%	-4%	3%	23	-0.2%	1%	25%	-12%	16%
O=C(COC(=O)c1cc(Br)ccc1O)NCC1CCCO1 (stereo not given)	6%	0%	-1%	16%	1%	2	-0.5%	-25%	0%	-17%	-5%
COCCNC(=O)[C@@]1(Cc2ccccc2)C=C[C@@H](C)N1C(C)=O	5%	26%	-2%	2%	2%	14	-0.6%	4%	?	18%	5%
CCCCOc1ccc(C(=O)Nc2ccc(SC(F)F)cc2)cc1OC	13%	19%	-10%	-5%	0%	12	-0.3%	4%	19%	-11%	3%
O=C(c1ccc2c(c1)OCCO2)C1CCN(S(=O)(=O)c2ccc(F)cc2)CC1	·	8%	-7%	-3%	-2%	8	-0.1%	9%	-2%[7.66 µM]	-13%	-1%

Ordered by length of the SMILES (ascending): 6 of the compounds above.
SMILES	uPA generation	p53 reactivation	PTAP TSG101 blk	S-ASM inh	USP2a block	TRPV1 ag	B2AR arrestin	Eya2 inh	a7 integrin act	BRCA1 expr act	ELG1 genotoxic
O=C(COC(=O)c1cc(Br)ccc1O)NCC1CCCO1 (stereo not given)	6%	0%	-1%	16%	1%	2	-0.5%	-25%	0%	-17%	-5%
CCNc1nc(NCC)nc(SCCOC(=O)Nc2ccccc2)n1	-4%	8%	-3%	-3%	-1%	1	0.2%	-5%	-6%	-5%	1%
CCN(C(C)=O)c1ccc(Oc2nc(OC)cc(OC)n2)cc1	2%	-2%	-1%	7%	-2%	-9	-0.3%	9%	1%	-6%	-1%
CCCCOc1ccc(C(=O)Nc2ccc(SC(F)F)cc2)cc1OC	13%	19%	-10%	-5%	0%	12	-0.3%	4%	19%	-11%	3%
O=C(Nc1ccc(Cc2ccncc2)cc1)c1ccc(S(=O)(=O)N2CCOCC2)cc1	-7%	-2%	-1%	-2%	3%	?	0.3%	0%	-38%	-18%	-5%
CCOc1ccc(S(=O)(=O)N2CCCCC2)cc1NC(=O)CN1C(=O)NC(C)(c2ccc(C)cc2)C1=O (stereo not given)	-8%	-5%	0%	3%	-1%	0	-0.8%	-16%	13%	-73%	-1%

(listing goes on)
SMILES	uPA generation	p53 reactivation	PTAP TSG101 blk	S-ASM inh	USP2a block	TRPV1 ag	B2AR arrestin	Eya2 inh	a7 integrin act	BRCA1 expr act	ELG1 genotoxic
CC(Sc1ncnc2sc(-c3ccccc3)cc12)C(=O)NCC1CCCO1 (stereo not given)	?	-4%	0%	·	1%	25	-0.2%	-12%	0%	-43%	-23%
CC1CCN(S(=O)(=O)c2ccc3c(c2)N(CC(=O)N(C)Cc2ccco2)C(=O)CO3)CC1	?	12%	-4%	-10%	1%	7	-0.4%	-10%	-18%	-16%	0%[9.26 µM]
COc1ccccc1OCCn1cc(C(=O)c2ccco2)c2ccccc21	-1%	-1%	-4%	-8%	-3%	24	-0.1%	16%	-12%	-17%	-7%
Cc1ccc(C2=NN(S(C)(=O)=O)C(c3ccc4nccnc4c3)C2)cc1 (stereo not given)	0%	?	0%	-3%	2%	-2	-0.1%	-1%	-30%	?	?
CCOC(=O)C1CN(S(=O)(=O)c2ccc(OC)cc2)c2cc(S(=O)(=O)CC)ccc2O1 (stereo not given)	-4%	11%	-11%	0%	0%	16	0.0%	-4%	28%	-2%	0%
CCCCn1c(N)c(N(CC(C)C)C(=O)COC(=O)Cc2c(C)nc3ccccc3c2C)c(=O)[nH]c1=O	6%	-9%	-1%	-2%	-1%	0	0.0%	0%	-3%	-18%	6%
Cc1ccc(CSc2ncnc3c2cnn3-c2ccc(C)cc2)cc1	2%	12%	0%	7%	4%	-1	-0.5%	2%	4%	4.5µM*	14%
Cc1cccc(C)c1OCC(=O)NCc1nnc(SCC(=O)NC2CCCCC2)n1C	-4%	-12%	-12%	1%	-2%	0	-0.2%	-2%	8%	-12%	2%
COc1cc(CC(=O)OCC(=O)Nc2ncc(Cl)cc2Cl)cc(OC)c1OC	-2%	-1%	-7%	-1%	-1%	1	0.0%	-15%	-23%	-21%	3%
